# Screening results deposited in PubChem by NCI.
# All columns: NCI-60 one-dose screen, growth in % after 48 h at 10 µM unless noted; 100 = growth as untreated, 0 = no growth, -100 = all killed.
# SF-268 – SF-268 CNS cancer cells | hit rate 3.1% among 82,000
# SF-295 – SF-295 CNS cancer cells; hit rate 5.6% among 79,000
# DU-145 – DU-145 prostate cancer | hit rate 4.2% among 81,000 | AID 1794760
# SNB-19 – SNB-19 CNS cancer cells. hit rate 2.5% among 81,000. AID 1794751
# SF-539 – SF-539 CNS cancer. hit rate 6.8% among 81,000. AID 1794752
# U251 – U251 CNS tumor cells. AID 1794753. hit rate 5.4% among 80,000
# PC-3 – PC-3 prostate cancer cells | hit rate 3.9% among 80,000 | AID 1794754
# OVCAR-8 – OVCAR-8 ovarian cancer; hit rate 4.4% among 81,000; AID 1794782
# The depositor's hits bear a star; x = not tested or not shown; & = joins results of further samples. How the source made its calls: active means growth percent below 10; inactive means the rest.
SMILES,SF-268,SF-295,DU-145,SNB-19,SF-539,U251,PC-3,OVCAR-8
CC(CCC(=O)O)(c1ccc(OC(=O)Nc2ccccc2Cl)cc1)c1ccc(OC(=O)Nc2ccccc2Cl)cc1,102,99,106,99,101,94,102,100
Cn1c(-c2ccccc2)cc2ccccc21,103,x,104,115,107,96,106,101
C=CCC(O)(CC=C)CCC,105,x,107,93,98,99,102,104
CCOC(=O)c1cnc2ccc(OC)cc2c1Nc1cccc(NS(C)(=O)=O)c1,92,98,106,96,102,102,99,104
C(=N/Nc1ccccc1)/c1ccco1,98,119,122,92,101,100,89,94
Oc1ccc(CNNc2ccnc3c(O)cccc23)c2cccnc12,38,18,43,30,32,26,30,21
CCCCOB(OCCCC)c1cccc(B(OCCCC)OCCCC)c1,101,109,112,97,93,93,104,94
CC[C@]12C=CCN3CC[C@@]4(c5cc(Nc6cc(O)c7c(=O)cc(-c8ccccc8)oc7c6)c(OC)cc5N(C)[C@H]4[C@@](O)(C(=O)OC)[C@@H]1OC(C)=O)[C@@H]32,69,86,88,76,81,66,47,74
COc1ccc(-c2cc(NC(=O)Nc3ccc(C)cc3)no2)cc1,101,96,102,103,97,103,84,103
Cc1ccc(S(=O)(=O)c2nc(-c3ccccc3)oc2S(C)=O)cc1 (stereo unspecified),56,84,47,69,-22*,45,22,2.0*
O=C1NN(C(=O)c2ccc([N+](=O)[O-])cc2)C(c2ccccc2)=N/C1=C/c1ccoc1,102,96,96,85,95,103,92,93
COc1ccc(-c2nc3sc4cc(OC)ccc4n3c2-c2nc3ccc(C(F)(F)F)cc3[nH]2)cc1,71,100,90,90,84,104,82,65
N#Cc1ccc(OC(=O)Nc2ccc(Cl)c(Cl)c2)cc1,94,41,72,87,92,x,36,59
CN(C)C(C(N)=O)c1ccc(Cl)cc1 (stereo unspecified),102,100,107,100,100,93,95,101
N#Cc1ccc2c(c1)Oc1ccccc1C1=NCCN12,102,96,111,101,95,91,81,92
CCOC(=O)c1cc(-c2ccc(Br)cc2)n(C(=O)CSc2nc3sc4c(c3c(=O)n2-c2ccc(Cl)cc2)CCCC4)n1,104,99,108,92,100,98,98,99
Cc1cc(NS(=O)(=O)c2ccc(-c3ccccc3)cc2)c2ccccc2n1,97,91,112,92,96,84,72,83
O=[N+]([O-])c1cc(F)cc(F)c1Nc1cc(F)cc(F)c1,103,106,118,96,97,101,92,96
Cc1cc(C)n(-c2ccc([N+](=O)[O-])cc2[N+](=O)[O-])n1,107,104,110,106,102,x,91,96
[O-][N+]12CCCCC1CCCC2CO (stereo unspecified),103,107,110,95,94,106,105,90
C=C(C)C1CC=C(C)CC1 (stereo unspecified),105,97,113,105,109,96,104,101
Nc1nc2c(c3cnccc13)C(c1cccc(Br)c1)Cc1cnccc1-2 (stereo unspecified),20,14,11,24,-16*,x,12,29
CNC(=O)c1cc(N2CCc3c2ccc(NC(=O)Nc2ccc(Cl)c(C(F)(F)F)c2)c3F)ccn1,95,93,77,82,66,94,82,104
COc1ccc(Cc2nnc3sc(-c4sc(C)nc4C)nn23)cc1,102,105,106,96,99,91,87,100
O=S(=O)(NCCNc1cc(-c2cn(-c3ccccc3)nc2-c2cccc(O)c2)ccn1)c1cccc2ccccc12,69,60,84,83,74,62,40,71
# Following part.
SMILES,SF-268,SF-295,DU-145,SNB-19,SF-539,U251,PC-3,OVCAR-8
C[C@H]1[C@H](C)CC[C@]2(C(N)=O)CC[C@]3(C)C(=CC[C@@H]4[C@@]5(C)Cc6c([nH]c7ccccc67)C(C)(C)[C@@H]5CC[C@]43C)[C@H]12,83,96,96,95,102,85,50,84
Clc1ccc(C(c2ccccc2)C(Cl)Cl)cc1 (stereo unspecified),107,94,110,103,109,88,91,95
CC(=O)Oc1ccc(Nc2c3ccccc3nc3ccccc23)cc1,22,-22*,8.7*,16,x,8.7*,7.5*,-59*
O=C(c1c2c(nn1-c1ccc(F)cc1)CCC(NCCc1ccncc1)C2)N1CCCCC1 (stereo unspecified),105,102,116,100,102,103,104,102
CCn1c(Cc2ccccc2Nc2c(Cl)cccc2Cl)nnc1SCC(=O)NN1C(=O)/C(=C/c2cc(OC)c(O)c(OC)c2)SC1=S,36,23,49,42,13,32,x,60
CN(C)c1cccc2c(S(=O)(=O)Nc3cccc(-c4csc(N)n4)c3)cccc12,87,77,100,97,92,100,74,95
C=C1C(=O)O[C@H]2[C@H]1CC/C(COC(=O)CSCCSCC(=O)OC/C1=C/CC[C@@]3(C)O[C@H]3[C@H]3OC(=O)C(=C)[C@@H]3CC1)=C\CC[C@@]1(C)O[C@@H]21,17,67,32,56,1.7*,7.3*,1.2*,4.5*
O=C(Cn1c2ccccc2c2ccncc21)N/N=C/c1c[nH]c2ccccc12,71,87,53,53,86,20,79,41
O=C(O)c1cnc(C2OCCO2)s1,97,103,108,110,97,107,95,109
CCCCCN1C=C/C(=C\C(=O)n2ccc3ccccc32)c2ccccc21,93,88,101,106,102,91,85,94
O=C1CCC(=O)N1Br,113,109,116,107,102,104,105,103
CCN(CC)CCn1cc(Sc2cccc(OC)c2)c2cc(OC)ccc21,88,100,98,96,96,92,85,99
O=C1c2cc(Br)ccc2Oc2cc([N+](=O)[O-])ccc2N1c1ccc(I)cc1F,93,98,105,94,101,94,103,95
COC(=O)C1=CC(=O)N2CCN=C2S1,111,82,128,108,103,99,98,97
CCN(CC)Cc1cc(Nc2ccnc3cc(Cl)ccc23)ccc1O,78,93,97,89,86,89,93,100
COc1cc(C(=O)OCCN2CCN(C)CC2)cc(OC)c1OC,104,105,111,102,95,93,87,94
Cc1ccc(-c2cc(C(=O)NCc3ccccc3)nn2-c2ccc(S(C)(=O)=O)cc2)cc1,94,91,103,86,95,94,95,101
C(=N\OCCc1ccccc1)/c1ccccn1,105&107,97,106&111,103&108,94&104,92&103,104&112,103&108
COC(=O)c1cccc(Br)c1,108,102,111,107,99,109,86,112
CCOC(=O)c1c(C)nc2c(c1N)CC(=O)N2Cc1cc(F)cc(Cl)c1,96,86,95,100,94,91,78,96
CC(=O)NCCOc1ccc([N+](=O)[O-])cc1Cl,105,90,107,100,92,x,109,111
O=C(O)C(Cc1ccccc1N(CCO)CCO)N1C(=O)c2ccccc2C1=O (stereo unspecified),99&108,106&108,115&115,110&103,101&127,98&102,91&98,98&101
C=CCC(C(=O)OCCN(CC)CC)(c1ccccc1)c1ccccc1,98,101,95,100,97,98,64,106
Cc1nc(N)c(Br)c(C)c1Br,101,109,107,x,100,102,98,103
CC1NC(=O)c2c1c(=O)[nH]c1ccccc21 (stereo unspecified),108,99,110,108,105,103,93,105
# New compounds follow
SMILES,SF-268,SF-295,DU-145,SNB-19,SF-539,U251,PC-3,OVCAR-8
COc1cc(C(O)c2nc3ccccc3s2)cc(OC)c1OC (stereo unspecified),105,96,102,85,89,85,x,92
C=CC[P+](c1ccccc1)(c1ccccc1)c1ccccc1,79,80,79,62,61,x,35,46
CN1CCc2c(sc3ncnc(N/N=C/c4cccc(Cl)c4Cl)c23)C1,43,-72*,-5.4*,4.2*,-92*,-96*,96,-39*
CC(C)CN1CC(C)C(=O)NC1=S (stereo unspecified),109,113,114,96,97,93,98,109
CC[n+]1ccc(Nc2ccc(NC(=O)c3ccc(Nc4cc[n+](CC)c5ccc(N)cc45)cc3)cc2)cc1,89,78,93,105,106,x,84,76
C=CCN(CC=C)C1=CC(=O)C(=O)c2ccccc21,96,87,104,97,99,97,83,94
O=C(O)c1cc(=O)c2cccc(O)c2[nH]1,97,96,103,98,101,106,99,100
NC(=NCCCOc1ccc(Cl)cc1)Nc1ccc(C(F)(F)F)cc1,46,44,20,26,49,33,27,66
O=C(O)/C=C/C(=O)Nc1cccc2cccnc12,103,106,114,x,98,100,93,110
COc1ccc(C(=O)CSc2nccc(N3CCOCC3)n2)cc1,88,89,101,90,95,98,94,95
COc1cccc(-c2nc3sccn3c2-c2ccnc(NCCCNS(=O)(=O)c3ccc(F)cc3)n2)c1,37,25,28,78,67,50,48,17
COC(=O)c1ccc2nc(C)c(C(N)=O)nc2c1,110,115,114,112,110,103,109,104
CC1SCCN(c2ccccc2)C1=O (stereo unspecified),102,103,115,97,107,104,96,99
O=C1/C(=C/C=C/c2ccco2)SC(=S)N1CCc1ccccc1,100,103,97,94,98,98,85,99
COc1ccc(/C=N/NC(=O)Cn2nc(Cc3ccc(OC)cc3)c3onc(C)c3c2=O)cc1,65,48,64,56,48,55,23,45
CN1C(=O)/C(=C\c2ccc(F)cc2)c2ccccc21,79,93,89,76,90,79,x,86
O=C(CSc1nccc(Nc2ccc(S(=O)(=O)Nc3nccs3)cc2)n1)c1ccc([N+](=O)[O-])cc1,104,104,117,98,101,103,99,106
COc1ccc(Oc2ccc(C3CC(c4ccc(OC)c(OC)c4)=NN3)cc2)cc1 (stereo unspecified),79,79,83,75,90,83,67,79
NC(Cc1cnc[nH]1)C(=O)O (stereo unspecified),109&106&95,106&100&106,108&119&104,107&108,101&102&99,103&98&101,100&106&113,104&100&100
Cc1cnc(C(=O)O)c[n+]1[O-],115,103,131,107,101,100,108,96
CC1=NC2=NC(=O)/C(=C3/N=C(C)C=C(c4ccccc4)N3N)NN2C(c2ccccc2)=C1,103,106,105,96,100,105,97,x
C1=Cc2ccccc2N(c2nnc(-c3ccccc3)o2)c2ccccc21,92,92,105,97,103,67,61,95
O=[N+]([O-])c1ccc(-c2cn3nc(-c4c[nH]c5ccc(Br)cc45)sc3n2)cc1,104,95,113,100,99,113,84,97
COc1cccc(N(CCCCN)c2cccnc2)c1,96,122,101,100,133,97,93,101
CC(=O)N/N=C1/CC[C@@]2(C)C(=CC[C@H]3C4CCC(C(C)CCCC(C)C)[C@@]4(C)CCC32)C1(C)C (stereo partly specified),106,98,103,102,98,95,84,98
CCO[Si](CC)(OCC)OCC,112,109,108,105,99,106,127,100

# Part of the list above with just PC-3, U251 and SF-539.
smiles,PC-3,U251,SF-539
O=C(CSc1nccc(Nc2ccc(S(=O)(=O)Nc3nccs3)cc2)n1)c1ccc([N+](=O)[O-])cc1,99,103,101
O=C(O)c1cc(=O)c2cccc(O)c2[nH]1,99,106,101

# Structural class, the entries above containing an aryl methoxy group.
SMILES,SF-268,SF-295,DU-145,SNB-19,SF-539,U251,PC-3,OVCAR-8
CCOC(=O)c1cnc2ccc(OC)cc2c1Nc1cccc(NS(C)(=O)=O)c1,92,98,106,96,102,102,99,104
CC[C@]12C=CCN3CC[C@@]4(c5cc(Nc6cc(O)c7c(=O)cc(-c8ccccc8)oc7c6)c(OC)cc5N(C)[C@H]4[C@@](O)(C(=O)OC)[C@@H]1OC(C)=O)[C@@H]32,69,86,88,76,81,66,47,74
COc1ccc(-c2cc(NC(=O)Nc3ccc(C)cc3)no2)cc1,101,96,102,103,97,103,84,103
COc1ccc(-c2nc3sc4cc(OC)ccc4n3c2-c2nc3ccc(C(F)(F)F)cc3[nH]2)cc1,71,100,90,90,84,104,82,65
COc1ccc(Cc2nnc3sc(-c4sc(C)nc4C)nn23)cc1,102,105,106,96,99,91,87,100
CCn1c(Cc2ccccc2Nc2c(Cl)cccc2Cl)nnc1SCC(=O)NN1C(=O)/C(=C/c2cc(OC)c(O)c(OC)c2)SC1=S,36,23,49,42,13,32,x,60
CCN(CC)CCn1cc(Sc2cccc(OC)c2)c2cc(OC)ccc21,88,100,98,96,96,92,85,99
COc1cc(C(=O)OCCN2CCN(C)CC2)cc(OC)c1OC,104,105,111,102,95,93,87,94
COc1cc(C(O)c2nc3ccccc3s2)cc(OC)c1OC (stereo unspecified),105,96,102,85,89,85,x,92
COc1ccc(C(=O)CSc2nccc(N3CCOCC3)n2)cc1,88,89,101,90,95,98,94,95
COc1cccc(-c2nc3sccn3c2-c2ccnc(NCCCNS(=O)(=O)c3ccc(F)cc3)n2)c1,37,25,28,78,67,50,48,17
COc1ccc(/C=N/NC(=O)Cn2nc(Cc3ccc(OC)cc3)c3onc(C)c3c2=O)cc1,65,48,64,56,48,55,23,45
COc1ccc(Oc2ccc(C3CC(c4ccc(OC)c(OC)c4)=NN3)cc2)cc1 (stereo unspecified),79,79,83,75,90,83,67,79
COc1cccc(N(CCCCN)c2cccnc2)c1,96,122,101,100,133,97,93,101
